ASAP1 GAP inh = inhibitors of human ASAP1 ArfGAP activity. Q9ULH1. ASAP1-stimulated ARF1 GTP hydrolysis, GDP FP detection. inhibition, % at 16.5 µM. 360,000 compounds, 0.19% hits. AID 624377; in the data active = inhibition above about 25%;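 also: 0% = vehicle with enzyme and substrate and 100% = no enzyme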
rCAG RNA binder = r(CAG) repeat RNA binding. TO-PRO-1 dye displacement fluorescence. inhibition, % at 3 µM. 370,000 compounds, 1.3% hits. AID 651821;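 active = inhibition above the plate cutoff, the mean of all test compounds on that plate plus 3 SD, cut at about 35% in these data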;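 also: 0% = DMSO alone and 100% = 100 µM mitoxantrone as full dye displacement; higher means more dye released from RNA so lower well fluorescence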
NPR1 activator = GC-A (human) enzyme activation; HEK293 GC-A cells, cGMP TR-FRET, EC30 ANP; 0% at EC30 ANP, 100% saturating ANP; activation, % at 10 µM; 370,000 compounds, 0.14% hits; in the data active = activation above about 40%
NPR2 activator = GC-B (human) receptor activation | P20594 | HEK293-GC-B cells, CNP EC30, cGMP TR-FRET; 0% at EC30 CNP, 100% saturating CNP | activation, % at 10 µM | 370,000 compounds, 0.11% hits | AID 1920062;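 active = activation at 10 µM reaching about 35% in either raw or pattern-adjusted values, limit read from the data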
FXN GAA850 act = activators of GAA850 frataxin (FXN) promoter | HEK293 lucGAA850 FXN promoter luciferase reporter, 24 h; percent of 10 µM SAHA response | activation, % at 6 µM | 360,000 compounds, 0.56% hits;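 active = activation above the average of all compounds screened plus 3 SD, cutoff fixed separately per campaign, cut at about 7.5% in these data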;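 also: 0% = DMSO wells and 100% = 10 µM SAHA wells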
sPLA2-III inh = Inhibits HGIII-sPLA2 liposome hydrolysis, primary screen; Q9NZ20; QFRET BODIPY PC-A2 liposome hydrolysis, fluorescence; inhibition, % at 12.2 µM; 370,000 compounds, 0.56% hits; AID 743126;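 active = inhibition above mean plus 3 SD of compounds lying within the high and low control bounds, cut at about 19% in these data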;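 also: 0% = median of test compound wells and 100% = no enzyme DMSO wells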
ADAM10 inh = ADAM10 inhibition, QFRET primary screen; O14672; recombinant ADAM10, EDANS/DABCYL FRET peptide cleavage, 3 h; inhibition, % at 7 µM; 370,000 compounds, 0.62% hits; AID 720582;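 active = inhibition above a per-campaign cutoff equal to the mean of compounds falling between control-based bounds plus 3 SD, cut at about 20% in these data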;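 also: 0% = DMSO wells while the 100% control is not disclosed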
KLK7 zymogen act = activates the human kallikrein-7 zymogen; 370,000 compounds, 0.9% hits; purified proKLK7, EDANS-DABCYL substrate fluorescence; 100% is mature enzyme control, 0% vehicle; P49862; activation, % at 7 µM;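 active = activation above the mean of all tested compounds plus 3 SD, computed per campaign excluding outliers beyond control limits, cut at about 13% in these data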
Target sequence (P49862 whole entry, looked up): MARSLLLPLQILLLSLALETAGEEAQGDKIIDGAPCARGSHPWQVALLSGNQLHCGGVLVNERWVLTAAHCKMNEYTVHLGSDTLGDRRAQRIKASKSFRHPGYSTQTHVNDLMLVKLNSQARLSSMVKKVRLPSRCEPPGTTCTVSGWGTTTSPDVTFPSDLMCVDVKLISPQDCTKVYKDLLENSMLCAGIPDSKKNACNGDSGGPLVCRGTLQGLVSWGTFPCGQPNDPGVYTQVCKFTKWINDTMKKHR
ARFGAP1 inhibitor = inhibitors of rat ARFGAP1; Q62848; Arfgap1-stimulated ARF1 GTP hydrolysis, GDP FP detection; inhibition, % at 16.5 µM; 360,000 compounds, 0.26% hits; AID 651572;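 active = inhibition above a per-plate limit, mean inhibition of low control wells plus 3 SD, cut at about 25% in these data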;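 also: 0% = DMSO wells with enzyme and 100% = wells lacking Arfgap1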
Target sequence (Q62848 1-136 limits assumed): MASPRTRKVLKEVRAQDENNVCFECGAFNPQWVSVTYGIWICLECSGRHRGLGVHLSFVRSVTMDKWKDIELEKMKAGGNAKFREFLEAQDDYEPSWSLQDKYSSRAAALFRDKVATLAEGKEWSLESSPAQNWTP
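material = rat Arfgap1 catalytic domain, aa 1-136 | also added = human ARF1(Δ1-17)-GTP substrate | compound dosing = one concentration, 16.5 µM, DMSO 1.26% | times = GTP hydrolysis reaction 2 h at 25 °C | measured by = FP, GDP Alexa 633 tracer displaced from anti-GDP antibody, 620/688 nm | evaluation = percent inhibition of Arfgap1-stimulated GTP hydrolysis | replication = single well per compound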
Tn6 DDE FP = inhibitors of Tn6 peptide binding to human fibrin DD(E) | 370,000 compounds, 0.21% hits | inhibition, % at 8.3 µM | P02675 | Fibrin DD(E) TRITC-Tn6 fluorescence polarization displacement;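 active = inhibition above a per-campaign cutoff: mean of compounds within control limits plus 3 SD, cut at about 15% in these data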;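 also: 0% = median of all compound wells on the plate and 100% = blocking peptide control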
Target sequence (P02675 whole entry, looked up): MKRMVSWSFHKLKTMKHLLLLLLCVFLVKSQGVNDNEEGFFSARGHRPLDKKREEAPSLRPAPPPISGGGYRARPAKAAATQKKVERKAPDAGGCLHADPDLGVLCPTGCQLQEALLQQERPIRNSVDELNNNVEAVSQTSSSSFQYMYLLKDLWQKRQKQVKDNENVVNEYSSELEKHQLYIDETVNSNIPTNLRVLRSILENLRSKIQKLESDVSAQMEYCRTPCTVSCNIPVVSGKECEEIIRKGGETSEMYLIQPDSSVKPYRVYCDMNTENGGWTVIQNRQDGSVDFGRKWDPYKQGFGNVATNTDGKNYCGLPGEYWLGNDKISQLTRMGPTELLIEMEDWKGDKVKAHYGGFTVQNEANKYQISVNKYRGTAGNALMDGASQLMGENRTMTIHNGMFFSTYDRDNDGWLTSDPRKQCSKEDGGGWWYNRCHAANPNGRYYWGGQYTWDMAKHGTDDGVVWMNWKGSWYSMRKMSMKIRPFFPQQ
* hit, by the source's call; / = not tested or not shown.

Compound	ASAP1 GAP inh	rCAG RNA binder	NPR1 activator	NPR2 activator	FXN GAA850 act	sPLA2-III inh	ADAM10 inh	KLK7 zymogen act	ARFGAP1 inhibitor	Tn6 DDE FP
COc1ccc(/C=C/C(=O)Oc2ccc(C)cc2)cc1	-18	-4	4	4	0.7	11	4	0.2	5	1
C#CC(CC)(CC)NC(=O)/C=C/C(=O)O	-8	-1	-3	1	0.9	-1	0	0.1	-4	3
CCCC(C(=O)NCCC(C)C)N(Cc1ccccc1)C(=O)c1snc(C(N)=O)c1N (configuration not stated)	0	-6	-51	-12	-1.8	-2	-113	0.9	-3	1
CC1CCc2cc(F)ccc2N1C(=O)c1cccs1 (configuration not stated)	-5	-3	1	2	2.9	0	-2	0.6	-5	5
COc1ccc(Nc2nc3ccc(OC)cc3s2)cc1	8	0	0	-3	2.7	-5	1	-0.1	-1	-4
O=c1c(C(c2ccc(O)cc2)c2c(O)nc3n(c2=O)CCS3)c(O)nc2n1CCS2	14	3	8	-2	-0.8	-2	-5	-0.8	4	2
COc1ccc(N2CCN(CCOc3ccc4c(C)cc(=O)oc4c3)CC2)cc1	3	-6	2	-1	0.5	12	-24	-0.4	-1	7
CCOC(=O)c1cc(C#N)c(N2CCOCC2)nc1-c1ccccc1	2	-7	0	1	1.4	-1	-52	2.5	1	-2
CCN(CC(=O)Nc1ccc(OC)cc1)CC(=O)Nc1sc2c(c1C(=O)OC)CCCC2	12	5	5	9	-0.4	0	-10	-0.8	0	1
C#CCN(C[C@@H]1[C@@H](OC(=O)NCCCCCC)[C@@H](OC(=O)NCCCCCC)Cn2c(=O)ccc(=O)n21)S(=O)(=O)c1ccc(C)cc1	-2	13	2	3	-4.1	-20	8	-0.5	-2	0
Nc1[nH]c(C(=O)c2ccccc2)c(-c2cccc3ccccc23)c1C(=O)c1cccs1	7	9	-5	-6	/	1	-4	0.0	-8	-3
Nc1c(-c2ccccc2)cnn1-c1ccccc1	-6	2	8	0	4.1	-1	-3	0.0	-5	-2
O=C(NCCCn1ccnc1)C(=O)NCC1OCCN1S(=O)(=O)c1ccc(F)cc1 (configuration not stated)	1	3	4	-1	1.6	0	-4	0.3	-1	-1
O=C(CN1CCN(Cc2ccc(Cl)cc2)C1=O)NCc1cccs1	6	-9	3	7	2.6	-1	4	0.2	2	4
CCOc1cc(/C=N/NC(=O)CN2CCCCC2)ccc1O	-12	-3	0	-1	2.2	0	-9	-6.4	-1	-8
CSCC[C@H](NC(=O)OC(C)(C)C)C(=O)NCC1CCC(C(=O)O)CC1 (some centres not stated)	-11	0	1	0	1.6	-9	1	0.3	-2	-1
COC(=O)C1=CN(C2CCCCC2)C=C(C(=O)OC)C1c1ccc2c(c1)OCO2	-10	-1	-7	-8	2.0	1	-23	0.8	9	0
Cc1ccccc1NC(=O)C1CCN(C(=O)NC2CCCCC2)CC1	6	0	3	-3	-0.4	-4	1	0.1	7	0
Cc1ccc(CN2CCNC(=O)C2CC(=O)N(C)C2CCOCC2)cc1 (configuration not stated)	5	-4	2	5	-1.2	1	-23	0.9	-3	6
CCN(CC)S(=O)(=O)c1ccc(Cl)c(NC(=O)COc2ccc3c(C)cc(=O)oc3c2)c1	7	-1	4	-9	-1.2	21*	-6	0.1	13	14
C=Cc1cccc(NC(=O)c2ccc(NC(=O)c3ccco3)cc2)c1	8	3	-4	-2	-0.5	-7	15	-0.4	13	-13
O=C(c1ccccc1)N1CCN(C2CCCCCC2)CC1	7	-6	0	0	3.0	5	-4	1.4	-3	1
COc1ccc(-c2csc(NC(=O)COC(=O)c3ccco3)n2)cc1	4	5	7	3	3.2	11	0	0.2	5	-1
CCOCCn1c(=NC(=O)CSCC(=O)N2CCOCC2)sc2cc(OC)ccc21	-3	-6	-2	-12	0.2	-2	-38	0.7	-7	4
CCCOc1ccc(CN(CCC#N)C(=S)NC(=O)c2ccccc2)cc1	7	15	1	8	3.5	5	-3	0.5	5	-4
COc1ccc(Cl)cc1C(=O)NNC(=O)c1nc2nc(C)cc(C)n2n1	-3	1	1	-1	2.5	5	-1	-0.1	-6	6
Cc1ccc(NC2C(=O)NC(=O)NC2=O)cc1	32*	1	-6	-2	-0.9	11	-13	-1.2	17	-9
COc1ccc(CC(=O)NNC2=Nc3cccc4cccc2c34)cc1OC	-7	2	3	-5	-1.1	-1	-2	0.2	-7	3
COc1ccc(C(C)=O)cc1COC(=O)c1ccc(C)c(S(=O)(=O)N2CCOCC2)c1	14	4	1	6	0.5	2	-14	-0.1	7	-4
CN(C)C(=O)COC(=O)c1ccccc1Nc1ccc(SC(F)F)cc1	17	0	42*	1	3.5	-9	-9	-1.3	7	-8
Cc1ccc2c(c1)N(Cc1ccc([N+](=O)[O-])cc1)C=NS2(=O)=O	5	15	0	4	0.3	-1	-7	-0.3	-3	-7
O=C(Cc1c[nH]c2ccccc12)N1CCN(S(=O)(=O)c2cccc(Cl)c2Cl)CC1	-16	6	-9	-3	2.0	-84	3	0.7	-1	2
C/C(=N\NC(=O)c1cccnc1)c1c(O)cc(C)oc1=O	-7	-1	0	-3	-1.1	8	-11	0.1	-3	-1
CC1CCc2cc(F)ccc2N1S(=O)(=O)c1ccc(Cl)nc1 (configuration not stated)	3	0	-7	-4	0.1	14	5	-0.4	22	-8
O=[N+]([O-])c1ccc(/C=C/C2=NN(c3ccccc3)C(c3ccco3)C2)o1 (configuration not stated)	-2	11	-10	-9	0.2	-2	-14	-0.5	-4	-3
Cc1ccc(S(=O)(=O)N(C)c2ccc(C(=O)NC3CCCCC3)cc2)cc1	15	1	-2	-5	1.2	-1	2	0.6	-5	-5
Oc1ccc(/C=N/N2CCN(Cc3ccccc3)CC2)cc1	-6	-5	-1	0	0.4	1	-9	-0.2	11	-1
CCCNC(=S)Nc1c(C)n(C)n(-c2ccccc2)c1=O	0	5	2	3	1.2	6	0	-0.1	4	7
N#CCC(=O)NNc1c([N+](=O)[O-])cc(C(F)(F)F)cc1[N+](=O)[O-]	12	20	-1	-3	1.3	10	6	0.1	1	-3
COc1ccc(S(=O)(=O)NC(CCSC)C(=O)NC2CCCCC2)cc1 (configuration not stated)	-6	-3	0	-2	-0.2	9	-6	0.7	4	5
CCOC(=O)N1CCN(C(=O)CN(c2ccc3c(c2)OCO3)S(C)(=O)=O)CC1	-2	-2	-3	2	0.6	4	6	-0.3	-1	-1
CC(SCc1ccccc1)C(=O)Nc1ccccc1Br (configuration not stated)	-16	-9	2	-1	2.6	-2	-3	0.7	4	3
CCC(C)(C(=O)NC1CCCCC1)N(CC1CCCO1)C(=O)CNC(=O)c1ccccc1 (configuration not stated)	2	-5	-2	0	1.9	-1	5	0.2	11	3
CC(=O)Nc1cccc(-c2csc(NCc3ccccc3)n2)c1	12	4	-3	-2	2.0	-9	6	-0.2	10	-7
CCC/C(O)=C1\C(=O)CCCC1=NCCCCCC(=O)O	5	1	1	7	0.6	7	1	-0.1	-8	-3
C[C@H](NC(=O)NCc1cccs1)C(=O)O	6	4	0	1	-0.4	6	7	-0.5	-1	7
COc1ccc(N2CCN(C(=O)CN3C(=O)COc4ccccc43)CC2)cc1	-4	-4	6	-1	-0.9	2	-4	0.0	-7	-10
O=C(c1nc[nH]c1C(=O)N1CCN(c2ccccc2)CC1)N1CCN(c2ccccc2)CC1	5	-3	3	5	0.2	-4	-2	0.3	-4	1
CCOc1cc(C2NC(=O)NC2=O)ccc1O (configuration not stated)	-10	2	-3	3	3.4	10	16	0.3	0	-3
CC(=O)Nc1ccc(NC(=O)c2ccc(NS(=O)(=O)c3cc(C(C)(C)C)ccc3C)cc2)cc1	10	1	1	-2	0.6	-8	-3	-0.9	5	2

(further entries)
Compound	ASAP1 GAP inh	rCAG RNA binder	NPR1 activator	NPR2 activator	FXN GAA850 act	sPLA2-III inh	ADAM10 inh	KLK7 zymogen act	ARFGAP1 inhibitor	Tn6 DDE FP
Cc1ccccc1NC(=O)c1ccc2c(c1)OCCO2	5	-1	-3	-6	2.1	-6	-1	-0.8	-11	8
c1ccc(Nc2nc(N3CCOCC3)nc(N3CCOCC3)n2)cc1	3	-5	3	0	-1.3	2	4	0.1	7	-9
COc1cccc(C(C)N(C)Cc2nc(COc3ccccc3)no2)c1 (configuration not stated)	8	-8	1	-3	3.6	4	4	0.0	5	-4
Cc1ccccc1NC(=S)NNc1ncc(C(F)(F)F)cc1Cl	14	-1	-5	4	0.4	8	8	0.0	0	10
Nc1nnc(CC(=O)N/N=C\c2ccc(-c3cccc(Cl)c3)o2)s1	-2	18	-3	-12	0.5	-31	-21	0.6	14	-1
O=C(NCc1ccncc1)c1cc(S(=O)(=O)N2CCOCC2)c(Cl)cc1Cl	-2	-3	0	3	-1.4	6	-4	0.0	1	2
C[N+]1([O-])[C@@H]2Cc3cc4c(cc3[C@@H]1Cc1cc3c(cc12)OCO3)OCO4 (some centres not stated)	-11	0	-3	3	3.0	12	4	-0.3	9	2

Assay outcomes (PubChem)
